MITF primary = MITF inhibitors, primary screen, biochemical, AlphaScreen, human. AlphaScreen MITF homodimerization, bead proximity signal. inhibition, % at 2.6 µM. Microphthalmia-associated transcription factor (Homo sapiens), O75030. 0.91% of 650,000 active; in the data active = inhibition above about 50%;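 also: 0% = vehicle wells with protein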
Target sequence (O75030 whole entry, looked up): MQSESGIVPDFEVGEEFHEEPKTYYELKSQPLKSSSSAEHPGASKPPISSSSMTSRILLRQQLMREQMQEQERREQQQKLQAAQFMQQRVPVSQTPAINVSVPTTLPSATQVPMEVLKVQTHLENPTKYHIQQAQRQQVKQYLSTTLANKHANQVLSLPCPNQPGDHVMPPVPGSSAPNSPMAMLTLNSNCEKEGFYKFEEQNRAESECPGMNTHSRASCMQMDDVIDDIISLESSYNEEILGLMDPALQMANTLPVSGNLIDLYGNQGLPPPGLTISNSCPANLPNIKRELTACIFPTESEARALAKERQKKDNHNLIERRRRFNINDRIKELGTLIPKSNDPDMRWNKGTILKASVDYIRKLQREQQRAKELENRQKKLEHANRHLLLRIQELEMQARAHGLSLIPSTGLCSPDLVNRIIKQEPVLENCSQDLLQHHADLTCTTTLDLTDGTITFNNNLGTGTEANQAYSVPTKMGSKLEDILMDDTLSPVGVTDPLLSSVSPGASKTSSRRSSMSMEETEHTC
TEAD-YAP block = TEAD-YAP interaction inhibition, primary screen, TEAD-YAP interaction inhibitor project, luminescence, HEK-TIYL cells | inhibition, % at 9.12 µM | TEAD-Gal4/YAP UAS-luciferase luminescence | 1.4% of 640,000 active | AID 1259422, 2018; in the data active = inhibition above about 32%;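 also: 0% = median of test compound wells and 100% = reference inhibitor wells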
FBW7 activator = FBW7 E3 ligase activators, primary screen, biochemical, AlphaScreen, human; F-box/WD repeat-containing protein 7 (Homo sapiens), Q969H0; AlphaScreen FBW7–phospho-cyclin E peptide binding, activator screen; normalized activity (activation), % at 26.1 µM; 0.13% of 650,000 active; AID 1259310, 2017; in the data active = normalized activity above about 1.9%;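 also: purified mutant Fbw7 with reduced substrate affinity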
GPR151 ag = activators of human GPR151, primary screen, cell-based, PathHunter beta-arrestin, luminescence; activation, % at 11.2 µM; AID 1508602, 2020; 1% of 650,000 active; PathHunter beta-arrestin GPR151 cells; in the data active = activation above about 4.9%;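 also: 0% = median of compound wells and 100% = cells with positive control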
* = called active by the depositor; & = joins results of further samples. An unsorted share of the library; about 3.5% have a hit in one of these screens.

SMILES	MITF primary	TEAD-YAP block	FBW7 activator	GPR151 ag
O=C(NCCCn1ccnc1)C(=O)Nc1cccc(F)c1	10	-34	-0.2	0.2
CCOCCOC(=O)C1=C(C)NC2=C(C(=O)CC(C)(C)C2)C1c1cccc(Br)c1 (centres undefined)	6	6	-0.1	-0.1
CCC(C)(C)NC(=O)CN(C(=O)CCC(=O)Nc1nccs1)c1ccc2c(c1)OCO2	5	-1	-0.1	0.4
O=C(O)C1Cc2c([nH]c3ccccc23)C(c2cccc(F)c2)N1 (centres undefined)	-3	5	0.1	-0.1
O=C(Nc1cc(Cl)cc(Cl)c1)c1cc2n(n1)C(C(F)(F)F)CC(c1ccc3c(c1)OCO3)N2 (centres undefined)	31	1	0.0	0.2
Cc1ccccc1NC(=O)c1ccc(S(=O)(=O)NCc2ccccc2)c(C)c1	-7	-9	0.0	0.4
CCCCc1ccc(-c2nc(Nc3ccc(Oc4ccc5c(c4)C(=O)N(c4ccccc4C(F)(F)F)C5=O)cc3)c3ccccc3n2)cc1	-8	6	0.0	-1.3
COc1ccc(OC)c2[nH]c(=O)c(CCNC(=O)C(C)(C)C)cc12	9	7	-0.4	-0.1
Cc1ccc(OCC(=O)NNC(=O)c2cccs2)c(Br)c1	3	-19	0.0	-0.7
O=S(=O)(c1ccc(-n2cnnn2)cc1)N1CCN(c2ccccc2)CC1	16	11	0.1	1.8
CC(C)(C)c1nnc(NC(=O)c2ccccc2)s1	7	-27	0.0	-4.6
COc1ccc(-c2nc(N)c3cc(OC)c(OC)cc3n2)cn1	7	4	0.0	0.8
CC(C)C(NC1=C(Cl)C(=O)c2ccccc2C1=O)C(=O)O (centres undefined)	-3&8	-14&-19	-0.1&-0.2	1.9&0.1
CC1=C(C(=O)OCC(C)C)C(c2cccc(F)c2)C2=C(CC(c3cccs3)CC2=O)N1 (centres undefined)	-3	23	0.1	-0.5
COc1ccccc1N1CCN(C(=O)c2cccc(Cl)c2)CC1	-4	21	-0.1	-0.2
NC(=O)c1ccc(N=Cc2ccccc2Cl)cc1	10	2	0.7	2.5
O=C(c1ccccc1)c1ccc(OCC(O)CN2CCCC2)cc1 (centres undefined)	-5	-2	-0.2	0.0
CCn1c(C(CC(C)C)NC(=O)Cc2cccc(F)c2)nc2cccnc21 (centres undefined)	8	2	0.5	0.1
COc1ccc(/C(O)=C2/C(=O)C(=O)N(CCCN3CCOCC3)C2c2ccc(C(C)(C)C)cc2)cc1 (centres undefined)	2	-4	-0.1	-0.2
COc1cc(/C=N/n2cnc3scc(-c4cccs4)c3c2=O)cc(OC)c1OC	-5	-6	0.0	1.5
CC(C)n1c(Nc2ccccn2)nc2c(NCCCN3CCCC3=O)ncnc21	-4	0	0.0	-0.8
Cc1[nH]c2ccccc2c1C(=O)CN1CCN(c2ccccn2)CC1	-2	0	-0.1	1.9
COc1ccc(NC(=O)C2C(C(=O)O)C3C=CC2C32CC2)cc1 (centres undefined)	-3	-6	0.0	-1.3
COc1ccc(C(=O)C(CCCCC(CNC(C)(C)C)C(=O)c2ccc(OC)cc2)CNC(C)(C)C)cc1 (centres undefined)	16	-4	0.1	-0.7
CC1=C(C(=O)N2CCOCC2)C(c2cccc([N+](=O)[O-])c2)C2=C(CC(C)(C)CC2=O)N1 (centres undefined)	16	2	-0.1	0.9
CCOC(CNC(=O)c1ccc(CS(=O)(=O)c2ccccc2C)o1)OCC	14	0	0.1	-0.3
COc1ccccc1C(=O)N/C(=C\c1ccc(Br)cc1)C(=O)Nc1ccc(C(C)=O)cc1	0	11	0.0	-1.4
CCOc1ccccc1Nc1cnn(C23CC4CC(CC(C(=O)O)(C4)C2)C3)c(=O)c1Cl	-11	-8	0.1	-0.4
CC(C)(C)n1nc2c(c1NC(=O)c1ccc(C(=O)c3ccccc3)cc1)CS(=O)C2 (centres undefined)	12	-1	0.1	2.0
CCOc1cc(/C=C2\C(=O)N(c3ccccc3)N=C2C)ccc1OC(C)=O	2	5	-0.1	0.8
Cc1cc(C)c(S(=O)(=O)Cc2ccccc2)c(=O)[nH]1	-16	-2	0.0	-0.4
CCN(Cc1ccncc1)C(=O)c1cc(COc2ccc(F)cc2F)on1	3	1	-0.1	1.5
COc1ccc2[nH]c(=O)c(CN(CCCO)S(=O)(=O)c3ccc([N+](=O)[O-])cc3)cc2c1	-10	-1	0.0	-0.2
C[C@H](O)[C@H]1NC(=O)[C@@H]2C[C@H](NC(=O)c3cccc(Br)c3)CN2C1=O	-2	-16	0.0	1.9
CCOC(=O)c1c(/N=c2\oc3ccc(Cl)cc3cc2C(=O)Nc2ccccc2)sc2c1CCCC2	0	3	0.0	0.0
CC(C)Sc1nnc(NC(=O)c2ccccc2Br)s1	1	-5	-0.1	0.2
Cc1cc(N)n2nc(C)c(-c3ccccc3)c2n1	7	-6	-0.2	0.5
Cc1ncc(CO)c(/C=N/Nc2ccc(C(F)(F)F)cc2[N+](=O)[O-])c1O	-10	4	0.0	0.7
Cc1ccc(N(CC(=O)NCCC(C)C)C(=O)CCC(=O)Nc2nccs2)cc1C	3	1	0.5	0.1
O=C(NCc1ccncc1)C1CCN(S(=O)(=O)c2ccc(Br)cc2)CC1	1	0	-0.1	0.3
O=C(NCc1csc(-c2cccs2)n1)c1ccco1	5	-21	0.0	-1.6
Cc1ccc(/C=C/S(=O)(=O)N2CCN(c3ccc(-c4cccs4)nn3)CC2)cc1	4	-13	-0.1	-0.7
COc1ccc(OCC(=O)Nc2cccc(NC(=O)c3ccccc3)c2)cc1	14	-10	0.1	0.0
COc1ccc(Cl)cc1N(CC(=O)N1CCC(C)CC1)S(=O)(=O)c1ccccc1	4	3	-0.3	0.2
CCCC1CC(C)(/C(C)=N\NC(N)=S)OC1=O (centres undefined)	4	13	-0.2	0.0
COc1ccccc1Nc1ncnc2sccc12	2	-4	0.5	-0.3
COc1ccc(CCN2CC34C=CC(O3)C(C(=O)NCCc3ccc(Cl)cc3)C4C2=O)cc1OC (centres undefined)	0	-8	0.0	0.5
COc1ccccc1NS(=O)(=O)c1cc(C(=O)Nc2ccc(C)cc2)ccc1C	10	10	0.1	-0.6
COc1ccccc1NC1C=CS(=O)(=O)C1 (centres undefined)	0	13	-0.1	0.6
COC(=O)c1sc2nc(SCc3cccc([N+](=O)[O-])c3)n(N)c(=O)c2c1C	-2	-8	0.0	0.2
COCCNC(=O)c1cccc(OC2CCN(Cc3ccco3)CC2)c1	-12	-5	-0.1	2.3
C[C@H]1NC(=O)[C@H]2CN(Cc3ccc(Cl)s3)CCN2C1=O	1	2	-0.1	0.6
CSc1nnc2c(n1)OC(c1ccc(Br)o1)N(C(C)=O)c1ccccc1-2 (centres undefined)	18	1	0.3	0.2
Cc1cccc(-c2nnc(NC(=O)C(C)Sc3nncn3C)s2)c1 (centres undefined)	11	-38	0.1	-1.8
Cc1ccc2c(Cl)c(C(=O)Nc3nc(C)c(C)s3)sc2c1	21	-22	0.1	-0.8
COc1ccccc1Cn1c(SCc2ccccc2F)nc2ccccc2c1=O	2	2	0.1	0.1
CCc1[nH]nc2c1C(c1cc(OC)c(O)c(OC)c1)C(C#N)=C(N)O2 (centres undefined)	9	-1	0.1	2.2
CCCNC(=O)Cn1cnc2sc(C(=O)NCc3ccccn3)c(C)c2c1=O	7	0	-0.1	1.0
COc1ccc(NC(=O)c2ccccc2NC(=O)c2cccc(S(=O)(=O)N3CCOCC3)c2)cc1	1	3	-0.1	-1.1
CC1=CC2=NC(=O)/C(=C\c3cn(Cc4ccccc4)c4ccccc34)C(=N)N2O1	-1	-11	-0.2	-2.5

Additional structures.
SMILES	MITF primary	TEAD-YAP block	FBW7 activator	GPR151 ag
Cc1cc(OCC(=O)Nc2ccc(O)c(-c3nc4ccccc4o3)c2)ccc1Cl	14	11	0.0	-1.1
O=C(Nc1ccccc1C(=O)O)C1=NN=CC1	2	-4	0.5	-1.1
CCc1ccccc1-n1c(SCC(=O)c2ccc(Br)cc2)nc2[nH]ncc2c1=O	3	9	0.0	-0.5
COc1ccc(-c2csc(/C(C#N)=C/c3ccc(C)o3)n2)cc1	-7	-9	0.3	0.6
COCc1ccc(-c2nccnc2NS(=O)(=O)c2ccccc2Cl)cc1	1	12	-0.4	3.5
COc1cc2cc3c(N)c(C(=O)Nc4nc(C)cs4)sc3nc2cc1OC	-26	-5	-0.1	1.4
COC1CCCC(C(=O)N2CCC3(CC2)NC(=O)c2ccccc2O3)C1 (centres undefined)	-4	3	-0.1	1.0
CC(C)N(C(=O)Cn1cnc2c(cnn2-c2ccccc2Cl)c1=O)C(C)C	10	7	0.1	0.8
CC(C)CN1CCNC(=O)C1CC(=O)N(C)Cc1nc2ccc(Cl)cc2[nH]1 (centres undefined)	4	-4	0.5	-0.2
COc1ccc(Nc2ncnc3c2cnn3-c2ccc(Cl)cc2)cc1OC	11	7	0.1	1.0
CCCSc1nnc2c(n1)OC(c1ccco1)Nc1ccc(Br)cc1-2 (centres undefined)	9	-9	-0.1	1.1
COc1cc(OC)c(OC)cc1/C=C1/N=C(c2ccccc2C)OC1=O	10	-6	0.0	-0.5
CCCN(CC1CC1)C(=O)CCc1nnc(CCc2c[nH]c3ccccc23)o1	3	2	0.2	-0.6
NN1C(=O)/C(=C\C=C\c2ccccc2)SC1=S	8	1	0.2	0.8
CC1=NN(c2ccc(Br)cc2)C(=O)/C1=C\c1ccc(-c2c(Br)cc([N+](=O)[O-])cc2Br)o1	14	-2	-0.3	-1.0

Among those listed so far, these have bromine:
SMILES	MITF primary	TEAD-YAP block	FBW7 activator	GPR151 ag
CCOCCOC(=O)C1=C(C)NC2=C(C(=O)CC(C)(C)C2)C1c1cccc(Br)c1 (centres undefined)	6	6	-0.1	-0.1
Cc1ccc(OCC(=O)NNC(=O)c2cccs2)c(Br)c1	3	-19	0.0	-0.7
COc1ccccc1C(=O)N/C(=C\c1ccc(Br)cc1)C(=O)Nc1ccc(C(C)=O)cc1	0	11	0.0	-1.4
C[C@H](O)[C@H]1NC(=O)[C@@H]2C[C@H](NC(=O)c3cccc(Br)c3)CN2C1=O	-2	-16	0.0	1.9
CC(C)Sc1nnc(NC(=O)c2ccccc2Br)s1	1	-5	-0.1	0.2
O=C(NCc1ccncc1)C1CCN(S(=O)(=O)c2ccc(Br)cc2)CC1	1	0	-0.1	0.3
CSc1nnc2c(n1)OC(c1ccc(Br)o1)N(C(C)=O)c1ccccc1-2 (centres undefined)	18	1	0.3	0.2
CCc1ccccc1-n1c(SCC(=O)c2ccc(Br)cc2)nc2[nH]ncc2c1=O	3	9	0.0	-0.5
CCCSc1nnc2c(n1)OC(c1ccco1)Nc1ccc(Br)cc1-2 (centres undefined)	9	-9	-0.1	1.1
CC1=NN(c2ccc(Br)cc2)C(=O)/C1=C\c1ccc(-c2c(Br)cc([N+](=O)[O-])cc2Br)o1	14	-2	-0.3	-1.0
